# Screening results as filed in PubChem.
# MazEF act: activators of E. coli MazEF toxin-antitoxin RNase; P0AE70; FAM/BHQ RNA-DNA oligo cleavage fluorescence, 5 h; AID 504720; 350,000 compounds, 0.32% hits; activation, % at 20 µM; in the data active = activation above about 50%
# Target sequence (P0AE70 whole entry, looked up): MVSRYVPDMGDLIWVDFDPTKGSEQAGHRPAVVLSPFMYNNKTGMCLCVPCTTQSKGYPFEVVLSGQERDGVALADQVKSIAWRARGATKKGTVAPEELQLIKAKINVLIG
# Yp Topo-I inh: blocks Yersinia pestis topoisomerase I activity; Y. pestis Topo-I cleavage product accumulation, plate reader; AID 504884; 360,000 compounds, 0.064% hits; activity, % at 10 µM; in the data active = activity above about 50%, passing the limit was not always enough; also: inactives centre near 2
# Rv3671c inh: inhibits the M. tuberculosis serine protease Rv3671c. P9WHR9. inhibition, % at 5.96 µM. 320,000 compounds, 0.048% hits. AID 2606; in the data active = inhibition above about 38%;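 also: extracellular domain of Rv3671c used as enzyme; 0% = enzyme with DMSO and 100% = no enzyme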
# Target sequence (P9WHR9 whole entry, looked up, the tested form may be a part): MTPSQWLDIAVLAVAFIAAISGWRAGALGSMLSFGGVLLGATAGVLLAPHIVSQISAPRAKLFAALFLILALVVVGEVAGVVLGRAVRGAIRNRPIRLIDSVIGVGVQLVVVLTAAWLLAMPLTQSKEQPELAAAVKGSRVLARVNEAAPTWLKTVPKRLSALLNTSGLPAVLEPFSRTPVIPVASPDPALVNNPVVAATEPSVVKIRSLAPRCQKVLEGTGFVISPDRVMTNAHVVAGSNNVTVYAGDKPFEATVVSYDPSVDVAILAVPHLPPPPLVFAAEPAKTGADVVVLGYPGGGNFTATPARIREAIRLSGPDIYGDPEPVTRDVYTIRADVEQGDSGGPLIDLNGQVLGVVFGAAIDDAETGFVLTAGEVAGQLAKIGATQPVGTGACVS
# 3CLpro inhibitor: SARS-CoV 3CLpro protease inhibition. recombinant SARS-CoV 3CLpro, quenched FRET peptide cleavage. inhibition, % at 6 µM. 290,000 compounds, 0.14% hits; in the data active = inhibition above about 12%
# TcdB inh: TcdB glycohydrolase inhibition. TcdB glycohydrolase enzymatic assay, plate reader. inhibition, % at 9.99 µM. P18177. 350,000 compounds, 0.24% hits. AID 652162; in the data active = inhibition above about 10%
# CCHF vOTU inh: CCHFV vOTU protease inhibition | Pep-AMC fluorescence | inhibition, % at 11.5 µM | 370,000 compounds, 0.55% hits | AID 651958; in the data active = inhibition above about 30%; also: 0% = vehicle wells with enzyme and 100% = no enzyme wells
# SSB-PriA inh: inhibitors of Klebsiella pneumoniae PriA binding to SSB C-terminal tail; 430,000 compounds, 0.6% hits; inhibition, % at 33 µM; AlphaScreen SSBct-PriA binding, biotinylated peptide; AID 1272365; in the data active = inhibition mostly above about 37%, no sharp cut-off; inactive = mostly below about 20%;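 also: plate controls were negative control peptide for no effect and reference peptide for full effect; strong numbers were not always called active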
# Vc quorum ag: inducers of Vibrio cholerae quorum light production without autoinducers | V. cholerae BH1578 lux reporter, luminescence, 6 h | activation, % at 18.7 µM | 350,000 compounds, 0.16% hits; in the data active = activation mostly above about 9.7%, no sharp cut-off; also: not every result past the cut was called active; inactives centre near 0; reference of the scale not given here
# PrPC TRFRET: cell surface PrPC inhibition, primary TR-FRET screen | TR-FRET read-out | 370,000 compounds, 0.43% hits | inhibition, % at 13.8 µM | P04156; in the data active = inhibition above about 24%; also: 0% = median of the test wells and 100% = reference compound wells
# VHR inh abs: inhibitors of human VHR1 phosphatase (DUSP3); P51452; recombinant VHR phosphatase, pNPP absorbance; inhibition, % at 13.3 µM; 290,000 compounds, 0.52% hits; in the data active = inhibition above about 50%; also: some compounds called inactive have numbers as strong as hits
# Target sequence (P51452 whole entry, looked up): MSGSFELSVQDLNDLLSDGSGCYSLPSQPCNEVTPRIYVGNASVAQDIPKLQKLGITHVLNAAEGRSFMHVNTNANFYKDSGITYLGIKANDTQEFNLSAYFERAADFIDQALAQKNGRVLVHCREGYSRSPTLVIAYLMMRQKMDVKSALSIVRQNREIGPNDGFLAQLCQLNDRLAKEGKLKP
# Active calls of the source: *; i = inactive; . = no result given; & = joins results of further samples.
# Start of the listing, in advance (six entries):
SMILES,MazEF act,Yp Topo-I inh,Rv3671c inh,3CLpro inhibitor,TcdB inh,CCHF vOTU inh,SSB-PriA inh,Vc quorum ag,PrPC TRFRET,VHR inh abs
O=C(CSc1n[nH]c(-c2cccs2)n1)N1CCCC1,0,-1,2,.,2.5,0,-6,i,-7,.
COc1cc2c(=O)n(CCC(=O)NCC3CCCO3)c(=O)n(CC(=O)Nc3ccc(C)cc3)c2cc1OC (stereo unspecified),20,6,-1,-4,-1.2,1,-2,-0.4,-4,46
O=C(CSc1ccc2ccccc2n1)c1ccc2c(c1)OCO2,2,-7,-14,2,.,6,-14&-13,i,9,16
Cc1cc(C)n(C(=O)c2cccc(S(=O)(=O)N3CCOCC3)c2)n1,3,1,-2,-7,.,13,20,i,-4,-22
Cc1cccc(N2C(=O)CC(Sc3nccc(C)n3)C2=O)c1 (stereo unspecified),0,-5,7,1,1.9,7,1,i,10,-28
CCCCCNC(=O)c1ccc2c(=O)[nH]c3c(C(=O)NCC4CCCO4)sc(=S)n3c2c1 (stereo unspecified),1,14,0,2,.,-8,-3,i,-5,18

# The whole of this part, previewed entries included:
SMILES,MazEF act,Yp Topo-I inh,Rv3671c inh,3CLpro inhibitor,TcdB inh,CCHF vOTU inh,SSB-PriA inh,Vc quorum ag,PrPC TRFRET,VHR inh abs
O=C(CSc1n[nH]c(-c2cccs2)n1)N1CCCC1,0,-1,2,.,2.5,0,-6,i,-7,.
COc1cc2c(=O)n(CCC(=O)NCC3CCCO3)c(=O)n(CC(=O)Nc3ccc(C)cc3)c2cc1OC (stereo unspecified),20,6,-1,-4,-1.2,1,-2,-0.4,-4,46
O=C(CSc1ccc2ccccc2n1)c1ccc2c(c1)OCO2,2,-7,-14,2,.,6,-14&-13,i,9,16
Cc1cc(C)n(C(=O)c2cccc(S(=O)(=O)N3CCOCC3)c2)n1,3,1,-2,-7,.,13,20,i,-4,-22
Cc1cccc(N2C(=O)CC(Sc3nccc(C)n3)C2=O)c1 (stereo unspecified),0,-5,7,1,1.9,7,1,i,10,-28
CCCCCNC(=O)c1ccc2c(=O)[nH]c3c(C(=O)NCC4CCCO4)sc(=S)n3c2c1 (stereo unspecified),1,14,0,2,.,-8,-3,i,-5,18
NC(=S)NN=C(Cc1ccccc1)Cc1ccccc1,-3,11,-6,5,-0.1,-6,7,i,-6,9
N#CCN1CCC/C1=C\[N+](=O)[O-],0,0,5,-2,.,10,-8,-0.3,-7,10
CCOC(=O)C1CCN(C(=O)c2ccc(C)o2)CC1,5,0,-2,.,0.6,-17,5,i,-2,.
COCc1cc(CN2CCCC2)c(O)c2ncccc12,2,5,10,-2,.,13,99,-5.9,2,-8
Cc1cc(OCC(=O)NC2CC(C)(C)NC(C)(C)C2)c(C)cc1Br,11,0,-6,4,-0.6,17,-6,-1.0,-2,2
COC(=O)c1ccccc1NC(=S)NC(NC(=O)COc1ccccc1)C(Cl)(Cl)Cl (stereo unspecified),4,-3,-7,-2,.,0,-11,i,2,27
CCOC(=O)n1ccc(C(=O)Nc2ccccc2F)n1,-3,3,6,0,.,-11,-3,3.3,0,22
Cc1ccc2c(C)c3ccc4ccccc4c3c[n+]2c1,-6,-33,.,.,11*,-111,7,.,-34,.
O=C(c1cccc(OCc2ccccc2)c1)N1CCOCC1,6,6,7,4,1.5,.,3,i,.,-7
CCC1CCCCN1C(=O)CCn1c(=O)oc2ccccc21 (stereo unspecified),11,-13,-9,.,1.6,-5,-5,-0.4,9,.
COc1cccc(/C(=N/O)C2CC2c2ccc(Cl)cc2)c1 (stereo unspecified),4,16,-1,1,-4.7,5,.,-0.5,6,17
Cn1c(=O)c2c(nc(CO)n2C)n(C)c1=O,-27,11,5,3,0.7,-10,-4,-0.8,2,10
Cc1cccc(Oc2ccccc2NC(=O)CSCC(=O)Nc2cc(C)on2)c1,-10,37,.,.,7.9,2,-6,i,16,.
Cc1cccc(C)c1N(CC(=O)NN=C1CCCCCC1)S(C)(=O)=O,0,-1,0,4,.,5,0,i,-3,3
Cn1nc2c3cc(F)ccc3n(Cc3ccc(F)cc3)cc-2c1=O,4,6,-2,-3,.,-4,6,-1.1,-13,22
COc1ccccc1N1C(=O)NC(=O)/C(=C/c2ccc([N+](=O)[O-])s2)C1=O,-14,.,-9,6,0.8,-7,9,.,-3,8
S=C(NCCC(c1ccccc1)c1ccccc1)Nc1ccccc1Cl,11,3,-57,7,.,12,-14,0.9,-1,11
COc1cccc(NC(=O)CN(C)C(=O)C2=COCCO2)c1,2,3,.,.,-3.8,16,-8,-1.2,1,.
Cc1ccc(S(=O)(=O)N(C)CC(=O)O/N=C(\N)c2cccnc2)cc1,-1,5,-4,-1,1.0,-1,i,-0.3,4,26
c1ccc(CN=C2NN=C(c3ccccc3)CS2)cc1,2,3,-1,6,-0.2,1,15,1.6,2,6
CCN(CC)CCCN(Cc1cc2cc3c(cc2[nH]c1=O)OCCO3)C(=O)Nc1ccc(F)cc1,-1,-11,0,-3,.,-5,3,-0.6,-10,-27
O=C(NC(Cc1ccccc1)C(=O)N1CCN(c2ccc(F)cc2)CC1)c1ccccc1 (stereo unspecified),3,23,.,.,7.8,10,.,i,-6,.
COC(=O)C1C(OC)=CC(=O)C2CCCCC21 (stereo unspecified),-4,3,.,.,1.5,-4,-3,.,-6,.
COc1ccc(CC(=O)NCC(=O)N/N=C/c2ccco2)cc1,2,-1,.,5,-0.7,6,.,i,-4,18
COc1ccnc(Oc2cccc(C(F)(F)F)c2)c1C(=O)N/C=N/OCc1ccccc1F,-4,30,-13,5,-0.6,1,.,-0.6,0,26
Cn1c(=O)[nH]c(=O)c2c1nc(N1CCCCCC1)n2CC(N)=O,1,3,10,1,0.9,2,-5,.,-5,16
CCSc1nc2sccc2c(=O)n1-c1ccccc1,4,7,-1,2,-0.3,4,-3,0.4,3,11
CCCCOC(=O)Oc1ccc2c(=O)c(Oc3cccc(C)c3)coc2c1,-4,2,-4,1,-0.5,-15,-12,-2.2,5,12
COc1ccccc1-c1ccc2c(c1)C(C)(Cc1cccc(C#N)c1)C(=O)N2 (stereo unspecified),.,28,.,.,1.1,10,.,-1.7,1,.
CC(C)CCN(C(=O)c1csnn1)C(C(=O)NC1CCCCC1)c1ccc(F)cc1 (stereo unspecified),-1,24,-3,5,1.4,20,-2,i,3,2
CC(=O)c1cn(CCOc2cc(C)ccc2C)c2ccccc12,-3,-5,-5,1,0.8,3,-2,i,7,12
CCOC(=O)c1ccc(N2C(=O)C(CC(N)=O)N(NC(=O)c3cccc(F)c3)C2=S)cc1 (stereo unspecified),6,0,-11,1,-0.6,-6,-10,1.0,-5,14
CCCCCc1cc(=O)oc2c(C(CCN3CCN(c4ccccc4)CC3)c3ccc(N(C)C)cc3)c(OC)cc(OC)c12 (stereo unspecified),-19,1,5,.,1.3,-1,2,-1.4,-8,-4
CN(C)c1ccc(CNC(=O)C2CCC(CNc3c(N4CCCCC4)c(=O)c3=O)CC2)cc1 (stereo unspecified),-1,13,9,6,-6.2,-6,-2,-0.8,6,8
COc1ccc(C2CC(=O)C3=C(C2)Nc2ncnn2C3c2ccccc2C)cc1 (stereo unspecified),3,-4,5,-3,.,-10,-11,-0.2,3,28
CC(=O)Nc1ccc(N(CC(=O)NC2CCCCC2)C(=O)Cn2nnc(-c3ccccc3)n2)cc1,5,-2,3,2,0.6,10,-10,-1.2,4,34
C=CCn1c(SCC(=O)N2CCN(c3ccc(F)cc3)CC2)nnc1-c1cccs1,3,16,-3,2,-0.2,-4,-3,-0.2,0,44
N=c1c(S(=O)(=O)c2ccc(Cl)cc2)cc2c(=O)n3ccccc3nc2n1C1CCCC1,-27,2,-2,2,-0.5,-11,13,-0.2,-3,-9
Cc1ccc(NC(=O)CN(C)Cc2cccs2)cc1Cl,-2,-1,2,-1,1.8,13,-30,0.0,4,10
O=C(O[C@@H]1[C@H](Cc2ccccc2)NS(=O)(=O)[C@H]2C[C@@H]3C=C[C@]12O3)c1ccccc1Br,5,2,6,.,1.1,2,-7,-0.6,-1,.
C=CCNS(=O)(=O)c1cccc(C(C)=O)c1,1,-3,-8,0,.,-4,-5,-0.3,3,0
COc1ccc(OC)c(C2/C(=C(/O)c3cnn(-c4ccccc4)c3C)C(=O)C(=O)N2CCN(C)C)c1 (stereo unspecified),0,4,11,.,-0.3,5,.,-0.4,7,.
Cc1noc(C)c1S(=O)(=O)N1CCC(C(=O)Nc2ccc(Br)cc2)CC1,1,-1,4,3,-0.6,13,-16,i,1,-20
CC(C)(C)NC(=O)C[C@H]1C[C@H](C(=O)N2CCCCC2)[C@@]2(CCc3ccccc3)c3[nH]c4ccc(Cl)cc4c3CCN2C1=O,4,27,.,.,-7.7,22,-4,i,3,.
CCOC(=O)C1(Cc2ccccc2)CCN(C2Cc3ccccc3C2)CC1,-2,7,0,4,-1.0,7,-6,i,5,20
O=C(O)c1ccc(Cl)cc1NC(=O)C1CCN(S(=O)(=O)c2cccs2)CC1,3,1,.,.,-1.0,9,.,i,3,.
CCOC(=O)c1cc(-c2cccc([N+](=O)[O-])c2)n[nH]1,2,3,-11,-4,2.9,4,-1,1.1,-5,1
Cn1ncc(Cl)c1C(=O)NCc1ccco1,13,6,-5,2,0.5,9,8,-0.5,5,22
O=C(O)c1ccc(N=Cc2c(O)ccc3oc4c(c23)CCCC4)cc1,-7,-1,-2,-4,0.7,8,-11,-0.2,9,21
COc1cccc(Oc2ccc(C(F)(F)F)cc2NC(=O)c2cccc(F)c2)c1,2,-4,-9,1,.,11,-22,-0.1,-12,4
Cc1[nH]c2ccccc2c1C(=O)C(=O)N1CCN(c2cccc(Cl)c2)CC1,-3,12,-12,1,-3.4,13,13,2.0,0,-9
O=C(NNC(=O)C12CC3CC(CC(C3)C1)C2)c1ccncc1,13,5,7,0,0.2,-17,-7,-0.2,5,-17
O=[N+]([O-])c1cccc(/C=N\N=C2c3ccccc3-c3ccccc32)c1O,-2,-9,11,3,-0.6,9,.,-0.2,-4,-15
CC(=O)SCC(C)C(=O)NCc1ccccc1 (stereo unspecified),-2,3,6,-2,.,4,2,i,2,12

# Next section
SMILES,MazEF act,Yp Topo-I inh,Rv3671c inh,3CLpro inhibitor,TcdB inh,CCHF vOTU inh,SSB-PriA inh,Vc quorum ag,PrPC TRFRET,VHR inh abs
CCN(CC)C(=O)c1sc(NC(=O)c2ccc(C)c([N+](=O)[O-])c2)c(C#N)c1C,6,5,-5,4,.,12,0,0.5,11,16
NC(=O)C1CC(=O)N(c2ccc(OCc3ccc([N+](=O)[O-])cc3)cc2)C1 (stereo unspecified),4,0,-4,3,0.1,-9,-2,i,-15,-12
O=C(c1ccoc1)N1CCCC(N2CCN(c3cccc(C(F)(F)F)c3)CC2)C1 (stereo unspecified),0,14,1,-3,-2.5,-2,9,0.0,-2,22
CCn1nnnc1SCC(=O)c1ccc(C)cc1C,1,5,-1,-6,.,-6,-12,i,0,9
O=C(COC(=O)c1ccc(S(=O)(=O)N2CCCC2)cc1)Nc1ccc(Cl)cc1,6,14,-44,.,0.9,2,3,-0.2,1,.
Cc1nnc2sc(SCC(=O)Nc3ccc(Br)cc3)nn2c1=O,2,0,13,0,1.9,0,5&-13,i,-9,10
Cc1ccc(C2CC(=O)Oc3cc(C)cc(C)c32)cc1 (stereo unspecified),1,31,.,.,0.9,20,-20,-0.7,1,.
OCCN1CCN(C(=S)Nc2ccc(SC(F)F)cc2)CC1,7,2,-2,-1,-1.5,-8,-2,-0.4,0,42
N#Cc1ccc(Oc2cccc3cccnc23)c([N+](=O)[O-])c1,-61,6,2,-6,9.4,-17,-6,i,-17,9
N=c1c(S(=O)(=O)c2ccc(Cl)cc2)cc2c(=O)n3ccccc3nc2n1CC1CCCO1 (stereo unspecified),11,0,0,-2,.,.,-13,i,.,4
CCc1cc2c(N[C@@H](Cc3ccccc3)C(=O)O)ncnc2s1,4,5,-1,0,-1.2,21,-7,-0.6,-4,9
O=C(COC(=O)COc1ccc(Cl)cc1Br)NCc1cccs1,-7,-1,2,3,1.5,12,-20,-1.2,-3,7

# Some of the compounds tested; the hit share may differ from the screen's.
